High-throughput results: PubChem BioAssay, Broad Institute
EWS-Fli inh: EWS/Fli transcriptional activity inhibition; A673 NR0B1-luciferase reporter, viability-normalised; inhibition, % at 12.6 µM; hit rate 0.67% among 350,000; AID 651661;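 active means mean inhibition of at least 50% after viability correction, with every replicate also passing that limit; inconclusive means mean reaches 50% but only one of two replicates passes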;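 further: firefly luciferase signal divided by Alamar Blue viability fluorescence both relative to DMSO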
PAX8 reporter: PAX8 transcriptional activity inhibition; hit rate 1.2% among 360,000; RMG-I TPO-luciferase reporter, SteadyGlo, 24 h; inhibition, % at 12.6 µM;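 active means mean replicate inhibition at least 60% with every replicate also reaching 60%; inconclusive means only one of the two criteria is met; inactive means mean below 60% and not all replicates reaching 60%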;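 further: luciferase light reporting Pax8 driven TPO promoter activity; plate controls were median of neutral control wells for no effect and mitoxantrone controls for full effect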
Xi reactivation: X-chromosome reactivation activator; XiGFP mouse fibroblasts, % GFP-positive cells imaging, 3 d; cells co-treated with 5-aza-dC sensitizer; scaled so ellipticine positive control = 100%; hit rate 0.055% among 360,000; activation, % at 7.58 µM;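 active means mean normalized replicate activation at least 10% and every replicate at or above 10%; inconclusive means only one of the two criteria met; inactive means mean below 10% and not all replicates reach 10%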;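 further: 0% = median of on-plate neutral control wells and 100% = ellipticine 6 µM median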
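assay system = SV40-immortalized XiGFP fibroblast cells, line 68-5-11 | buffer or medium = DMEM plus 5-aza-dC sensitizer | doses = single-point pinned compound dosing | times = 3-day compound exposure, then 15 min fixation at room temperature | benchmarks = positive control ellipticine, 6 µM final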
GSIS activator: GLuc luminescence reporter in INS-1E cells, primary screen for activators of glucose-dependent secretion of insulin. INS-1E GLuc reporter insulin secretion, 2-3 h. activation, % at 16.6 µM. hit rate 0.61% among 370,000. AID 743287;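 active means lowest replicate activation of at least 40%, so every replicate reaches that level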;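 further: 0% = median of neutral control wells and 100% = median of IBMX positive control wells; some compounds called inactive have numbers as strong as hits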
F508del corr: CFTR F508del correction in bronchial cells. CFBE cells, YFP halide quenching; stimulated with forskolin plus potentiator P3; % fluorescence drop versus neutral controls. activity (quench increase), % at 7.58 µM. hit rate 0.36% among 350,000;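 active means mean added fluorescence quench of at least 8% versus neutral control, with both replicates also reaching 8%; inconclusive means only one of the mean or replicate conditions met; inactive means mean below 8% and not both replicates reaching 8%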;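 further: cells transiently co-express mutant CFTR-F508del with the halide-sensitive YFP; corrector assay measuring rescue of mutant channel to the surface after 24 h compound exposure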
ARNT-TACC3 inh: disruptors of human ARNT/TACC3 interaction | hit rate 0.66% among 390,000 | AID 623870 | AlphaScreen His-ARNT PAS-B/GST-TACC3 binding, luminescence; TACC3 fragment carries E629A point mutation | Q9Y6A5 | inhibition, % at 9.99 µM;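 active means mean inhibition of replicates at least 50% and at least half of replicates each reaching 50%; inconclusive means half or more replicates reach 50% but mean below 50%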;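 further: 0% = complete ARNT plus TACC3 wells and 100% = ARNT alone without TACC3; many hits fall short of the cut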
ERp5 block: blocks human ERp5 reductase activity on insulin; Q15084; ERp5 insulin aggregation, absorbance 650 nm, 90 min; inhibition, % at 9.99 µM; hit rate 0.05% among 350,000;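 active means mean replicate inhibition above about 25%, with every replicate also reaching it, limit read from the data, passing the limit was not always enough; inconclusive means only one of those two criteria met; inactive means neither criterion met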
Target sequence (Q15084 whole entry, looked up): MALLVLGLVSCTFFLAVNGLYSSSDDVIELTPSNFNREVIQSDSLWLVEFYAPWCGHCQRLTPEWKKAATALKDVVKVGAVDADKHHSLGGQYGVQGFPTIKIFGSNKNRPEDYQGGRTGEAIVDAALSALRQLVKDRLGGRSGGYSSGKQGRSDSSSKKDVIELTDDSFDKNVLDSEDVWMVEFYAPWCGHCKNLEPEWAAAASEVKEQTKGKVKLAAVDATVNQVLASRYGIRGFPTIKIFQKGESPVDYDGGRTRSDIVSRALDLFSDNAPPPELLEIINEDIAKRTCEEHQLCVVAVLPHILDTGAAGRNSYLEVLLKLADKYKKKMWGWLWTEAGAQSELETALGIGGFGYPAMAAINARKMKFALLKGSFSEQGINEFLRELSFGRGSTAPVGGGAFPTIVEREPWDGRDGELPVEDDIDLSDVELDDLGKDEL
DENV2 CPE rescue: inhibitors of DENV2 cytopathic effect. DENV2-infected cells, cytopathic effect rescue, plate reader. CPE inhibition, % at 9.99 µM. hit rate 1.7% among 350,000; in the data active means CPE inhibition above about 20%, passing the limit was not always enough; inconclusive means no clear call, values can overlap the other calls; tested in BHK-21 cells;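 further: 0% = median of neutral control wells and 100% = median of positive control wells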
Starred values were filed as active, the others as inactive; ? = inconclusive; · = no result given.

SMILES	EWS-Fli inh	PAX8 reporter	Xi reactivation	GSIS activator	F508del corr	ARNT-TACC3 inh	ERp5 block	DENV2 CPE rescue
CCOc1ccc(CCNC(=O)C2CCN(S(=O)(=O)N3CC(C)CC(C)C3)CC2)cc1OCC (stereo not drawn)	·	1	0.3	6	-0.3	-9	1	6
COC(=O)[C@@H](NC(=O)CN=[N+]=[N-])c1ccccc1	17	-23	·	·	2.4	·	0	-5
COCCNC(=O)C1(C)Cc2c(-c3ccc4c(c3)OCO4)ccnc2O1 (stereo not drawn)	44	0	-0.2	·	-0.1	·	-2	?
COc1ccc2c3c([nH]c2c1)[C@H](CO)N(C(=O)C1CCOCC1)CC31CCN(Cc2nccs2)CC1	-8	·	0.0	16	-2.7	·	84*	-2
CC(C)CC#Cc1cnc2c(c1)C(=O)N([C@H](C)CO)C[C@H](C)[C@@H](CN(C)S(=O)(=O)c1cccs1)O2	4	·	-1.0	-18	0.3	-4	-2	-8
Cc1nnc(-c2ccccc2)[nH]c1=O	1	5	0.0	0	-2.3	-6	20	4
C[C@H]1CN([C@@H](C)CO)C(=O)Cc2cc(NS(=O)(=O)c3ccc(Cl)cc3)ccc2O[C@H]1CN(C)Cc1ccc(C(=O)O)cc1	48	·	-0.5	3	-1.1	·	3	1
CS(=O)(=O)Nc1ccc2c(c1)[C@@H]1C[C@H](CC(=O)NC3CCCC3)O[C@H](CO)[C@@H]1O2	5	-2	0.2	12	1.8	-1	4	1
COC(=O)[C@]12C[C@H](CC(=O)NCc3ccc(OC)c(OC)c3)C(=O)N(Cc3ccc4c(c3)OCO4)C1=C[C@H](C(C)(C)C)O[C@@H]2C	1	79*	0.1	·	-1.6	·	1	14
Cn1cc(S(=O)(=O)Nc2ccc3c(c2)OCCO3)cn1	11	-4	0.0	·	-0.1	-3	3	11
CCCOC(=O)Cn1cnc2scc(-c3ccc(C)cc3)c2c1=O	13	-21	0.0	-7	2.4	-10	4	-6
O=S(=O)(Oc1ccccc1-c1ccccc1)c1ccccc1	-22	9	0.1	·	1.8	-5	5	6
CCCN(C)C[C@@H]1OCCCC[C@@H](C)Oc2ccc(NC(=O)NC(C)C)cc2C(=O)N([C@H](C)CO)C[C@@H]1C	·	-12	0.0	20	0.1	-1	2	4
COc1ccc2[nH]cc(CCNC(=O)C3CCCO3)c2c1 (stereo not drawn)	-1	6	0.1	4	1.1	26	4	3
O=C(Nc1ccccc1Cl)c1cc[n+](Cc2ccc([N+](=O)[O-])cc2)cc1	-46	22	-0.1	-3	0.3	6	1	-1
C[C@@H]1CN([C@H](C)CO)C(=O)c2cccc(NC(=O)C3CCOCC3)c2O[C@@H]1CN(C)S(=O)(=O)c1cccs1	-7	·	0.6	4	1.2	-7	6	-9
O=C(Nc1ccccc1)Nc1ccc2c(c1)[C@H]1C[C@H](CC(=O)N3CCCCC3)O[C@@H](CO)[C@H]1O2	-8	3	0.3	13	-0.4	1	-2	1
CCc1noc(C)c1C(=O)N1CCCC(N2CCN(c3cccc(Cl)c3)CC2)C1 (stereo not drawn)	-1	-4	-0.1	8	1.2	-5	-7	-1
O=C(COc1ccc(S(=O)(=O)N2CCOCC2)cc1)Nc1ccccc1F	-1	2	0.3	-1	5.2	-4	-4	-9
C[C@@H]1CCCCO[C@@H](CN(C)C(=O)Nc2ccc3c(c2)OCO3)[C@H](C)CN([C@@H](C)CO)C(=O)c2cc(N(C)C)ccc2O1	-2	7	-0.2	-10	2.2	·	·	·
CCOC(=O)CSCC(=O)N1CCC(Cc2ccccc2)CC1	0	0	0.2	5	-0.6	0	1	13
Cc1noc(C)c1S(=O)(=O)Nc1cccc2c1O[C@H](CN(C)S(=O)(=O)c1ccc(F)cc1)[C@H](C)CN([C@@H](C)CO)C2=O	-10	-49	-0.4	3	2.5	-4	4	16
CC1CCN(C(=S)NC(=O)c2ccc(C(C)(C)C)cc2)CC1	6	-16	0.0	-42	-3.3	8	2	3
CN(Cc1ccccc1)c1ncnc2[nH]ncc12	-1	-20	0.5	40*	-1.4	-5	-2	5
Cc1cc(C)c2oc(C(=O)Nc3ccc(S(=O)(=O)Nc4nccc(C)n4)cc3)cc(=O)c2c1	2	-2	0.0	75*	2.1	-4	1	4
CN(C)C(=O)c1ccc(-c2ccc3n(c2=O)C[C@@H]2[C@@H](CO)[C@H](C(=O)NCCc4ccccc4)N[C@H]32)cc1	1	·	0.0	-15	·	0	-1	4
OC(COC(c1ccccc1)c1ccccc1)CN1CCN(c2ccccn2)CC1 (stereo not drawn)	-2	12	0.0	-17	1.0	2	2	0
Cc1noc(C)c1CSCC(=O)Oc1ccc(N(C)S(=O)(=O)c2ccc(Cl)cc2)cc1	-1	·	0.2	17	4.2	-4	3	-6
COC(=O)c1cc(S(=O)(=O)N2CCN(c3cccc(C)c3C)CC2)c[nH]1	4	-11	0.1	-22	0.7	3	6	3
COc1cccc(S(=O)(=O)N[C@@H]2CC[C@H](CCn3cc(-c4ccccn4)nn3)O[C@@H]2CO)c1	4	-9	-0.5	-1	3.6	·	-9	-5
COc1ccc(CCNC(=O)CCn2c(=O)c3cccn3c3cccnc32)cc1OC	·	-1	0.0	65*	4.3	-3	2	13
COc1ccc(C)cc1N(CC(=O)N1CCCC1)S(C)(=O)=O	13	13	0.0	0	-2.1	-5	-1	-5
CCCc1cc(=O)oc2cc(OCC(=O)NCCc3c[nH]c4ccccc34)ccc12	18	·	·	·	2.1	-6	-4	8
CCOC(=O)N1CCC(N(CCN(C)C)C(=S)Nc2cccc(Cl)c2)CC1	-2	-12	0.0	-4	2.1	2	-4	2
COC(=O)c1sc2nc(SCc3cccc(Cl)c3)n(N)c(=O)c2c1C	8	-5	0.0	1	0.1	-2	0	10
C[C@H](CO)N1C[C@H](C)[C@@H](CN(C)Cc2ccc(Oc3ccccc3)cc2)OCc2ccccc2-c2c(n(C)c3ccccc23)C1=O	8	89*	0.1	1	0.3	·	-4	-7
COc1ccccc1N(/N=C1\Sc2ccccc2C1=O)C(C)=O	54*	-114	0.1	·	-1.9	5	5	17
COCCNC(=O)[C@@H]1[C@@H](CO)[C@@H]2Cn3c(ccc(-c4ccccc4F)c3=O)[C@@H]2N1C(=O)C1CC1	-6	·	0.1	2	1.6	-16	3	5
O=C(NCc1ccccc1)NC1CCCCC1	-34	·	·	8	-0.5	-15	-1	-5
COc1cccc(-n2c(SCC(=O)Nc3ccc4c(c3)CCC4)nc3ccccc3c2=O)c1	-7	23	0.0	·	·	-3	-3	-3
CCOc1cc(N2CCOCC2)c(OCC)cc1NC(=O)C1CC(=O)N(c2ccccc2OCC)C1 (stereo not drawn)	-12	3	0.0	7	-2.1	8	0	?
COC(=O)c1cccc(NC(=O)CCc2c(C)noc2C)c1	-2	-15	-0.7	2	-13	4	0	4
CC(C)(CNC(=O)c1cccs1)N1CCOCC1	2	-8	-0.1	-7	-4.3	17	6	·
COc1ccc(CCC(=O)OCC(=O)Nc2ccc3[nH]c(=O)[nH]c3c2)cc1	2	0	-0.1	45*	0.9	-3	3	-2
C[C@H]1CN([C@@H](C)CO)C(=O)c2cc(NC(=O)CCCCCC(=O)Nc3ccccc3N)ccc2O[C@@H]1CN(C)C(=O)Nc1cccc2ccccc12	-9	14	0.3	0	-0.8	·	11	-12
O=C(NCc1ccccc1)C1C(c2ccccc2)=Nc2ccccc2N1C(=O)c1ccncc1 (stereo not drawn)	-3	-5	2.5	19	0.7	·	-5	0
CCN(c1ccc(OC)cc1)S(=O)(=O)N1CCCC(C(=O)NC(C)c2ccccc2)C1 (stereo not drawn)	0	12	0.3	-27	-2.6	·	4	0
O=S1(=O)N=C(N(CCO)/N=C/C=C/c2ccccc2)c2ccccc21	·	12	0.1	-16	·	55*	·	·
CNC[C@H]1Oc2c(NC(=O)Nc3cccc4ccccc34)cccc2C(=O)N([C@H](C)CO)C[C@H]1C	5	11	·	·	-1.2	0	-3	9
Clc1ccc(-c2noc(/C=C/c3ccccc3)n2)cc1	-25	8	0.0	-4	-1.1	-10	1	-6
CCN(C(=O)c1cnc(OC)cc1C(F)(F)F)c1ccc(Cl)cc1Cl	8	-7	-0.1	-6	-1.7	-1	-1	11
CCCC#Cc1cnc2c(c1)C(=O)N([C@H](C)CO)C[C@H](C)[C@H](CN(C)C(=O)Nc1ccccc1OC)O2	-12	·	0.1	-8	-1.8	-2	14	10
C=CCN1C(=O)C2C3C=CC(C2C1=O)C1C2C(=O)N(CC=C)C(=O)C2C31 (stereo not drawn)	-5	-4	0.0	0	0.0	3	0	-6
C[C@@H](NC(=O)C[C@@H]1C[C@@H]2c3cc(NC(=O)CC4CC4)ccc3O[C@@H]2[C@@H](CO)O1)c1ccccc1	5	·	0.2	0	-0.8	·	·	-4
COCCn1c(=NC(=O)c2ccco2)sc2cc(C(=O)OC)ccc21	·	-3	-0.2	39	·	-22	·	·
C[C@@H](O)C#Cc1ccc2c(c1)O[C@@H](CN(C)Cc1ccccc1)[C@@H](C)CN([C@@H](C)CO)S2(=O)=O	3	·	-1.2	12	3.0	1	0	-1
C[C@@H]1CN([C@H](C)CO)C(=O)Cc2cc(NC(=O)Cc3ccccc3)ccc2O[C@@H]1CN(C)S(=O)(=O)c1ccccc1	-4	5	0.0	-11	0.8	-4	3	-10
COCC(=O)Nc1ccc2c(c1)C(=O)N(C)[C@H]1CC[C@H](CC(=O)NCc3ccccc3)O[C@H]1CO2	-15	-1	0.4	1	2.1	-2	-1	-1
Cc1cccn2c(CNCCCOc3cccnc3)c(C(=O)N3CCOCC3)nc12	3	-10	0.0	-6	-0.2	-8	4	1
Cc1cc(C)c(C)c(S(=O)(=O)Nc2ccccc2C(=O)NN2CCOCC2)c1C	1	13	0.0	30	-1.9	0	-6	2
Next part.
SMILES	EWS-Fli inh	PAX8 reporter	Xi reactivation	GSIS activator	F508del corr	ARNT-TACC3 inh	ERp5 block	DENV2 CPE rescue
CC(NC(=O)c1ccccc1)C(=O)N/N=C/c1cccc([N+](=O)[O-])c1 (stereo not drawn)	-9	1	0.0	8	1.0	-4	1	-1
CCCCCCCCCCSc1n[nH]c(N)n1	21	-21	0.0	7	·	-14	-8	-8
Clc1ccc(-c2nc(N3CCOCC3)nc3ccccc23)cc1	3	-14	0.0	7	1.8	-11	-2	1
O=[N+]([O-])c1ccc(S(=O)(=O)CC(CN2CCOCC2)N2CCOCC2)cc1 (stereo not drawn)	-7	12	0.0	5	-2.4	-3	0	1
Cc1c(-c2csc(N)n2)c2ccccc2n1C	3	1	0.0	4	0.8	5	4	-1
Cn1nc(C(=O)OCC(=O)Nc2cc(Cl)ccc2C#N)c2ccccc2c1=O	10	3	0.1	-4	0.5	3	-5	10

3 compounds already listed, arranged by heavy-atom count, high to low.
SMILES	EWS-Fli inh	PAX8 reporter	Xi reactivation	GSIS activator	F508del corr	ARNT-TACC3 inh	ERp5 block	DENV2 CPE rescue
Cn1nc(C(=O)OCC(=O)Nc2cc(Cl)ccc2C#N)c2ccccc2c1=O	10	3	0.1	-4	0.5	3	-5	10
O=[N+]([O-])c1ccc(S(=O)(=O)CC(CN2CCOCC2)N2CCOCC2)cc1 (stereo not drawn)	-7	12	0.0	5	-2.4	-3	0	1
CCCCCCCCCCSc1n[nH]c(N)n1	21	-21	0.0	7	·	-14	-8	-8
